Bioassay records as filed in PubChem.
Furin inh = human furin inhibition. P09958. purified furin, fluorogenic substrate cleavage. hit rate 0.061% among 220,000. AID 463115. inhibition, % at 30 µM; in the data active means inhibition above about 25%; further: inactives centre near -15
Calpain2 inh = inhibitors of pig calpain II; purified calpain II, fluorogenic peptide substrate, 30 min; hit rate 0.37% among 220,000; AID 1236; inhibition, % at 16 µM;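 active means inhibition above about 50%, limit read from the data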
Thrombin inh = inhibitors of human thrombin; P00734; alpha-thrombin, Boc-VPR-AMC fluorogenic substrate cleavage; inhibition, % at 5 µM; hit rate 0.26% among 220,000;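 active means inhibition at or above 40%; inactive means inhibition below 40%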;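 further: 0% = enzyme with no compound and 100% = wells without enzyme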
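Material: Human alpha-thrombin protein | Buffer or medium: pH 7.5 Tris-saline with Tween 20 | Reagent: Boc-VPR-AMC substrate, 15 µM final | Schedule: Reaction at ambient temperature | Detection: AMC fluorescence at 355 nm excitation and 460 nm emission | Evaluation: Percent inhibition scaled between no-compound controls and no-enzyme blanks | Controls: no-compound enzyme wells and no-enzyme blanks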
Rad51 HR inh = Rad51 (human) homologous recombination inhibition. hRad51 DNA strand exchange, fluorescence dequenching. Q06609. inhibition, % at 10 µM. hit rate 0.085% among 200,000;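 active means inhibition above 40% at the single screening dose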;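 further: 0% = DMSO control wells and 100% = blanks with heterologous ssDNA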
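Test system: preformed human Rad51 ssDNA filaments. Compound dosing: single dose, 10 µM final compound. Incubation: filaments 15 min 37 °C, then compound 30 min. Technique: FRET fluorescence dequenching, excitation 485 nm, emission 520 nm. Read-out basis: percent inhibition from fluorescence, normalised to plate control and blank means. Benchmarks: plate controls and plate blanks.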
hK5 inh = kallikrein 5 (human) inhibition; Q9Y337; recombinant hK5, fluorogenic AMC substrate cleavage; inhibition, % at 5 µM; hit rate 0.59% among 210,000;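 active means inhibition of 40% or more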;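 further: 0% = enzyme controls without compound and 100% = no-enzyme blanks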
Target sequence (Q9Y337 67-293 limits assumed): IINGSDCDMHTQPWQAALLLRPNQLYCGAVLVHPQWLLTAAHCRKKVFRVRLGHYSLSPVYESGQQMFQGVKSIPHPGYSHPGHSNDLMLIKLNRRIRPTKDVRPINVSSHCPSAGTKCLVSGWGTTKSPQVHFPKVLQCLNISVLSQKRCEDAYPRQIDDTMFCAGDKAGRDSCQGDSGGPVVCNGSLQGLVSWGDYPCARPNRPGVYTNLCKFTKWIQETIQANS
FXIa inh 1536 = inhibitors of human coagulation factor XIa. P03951. purified FXIa, Boc-Glu-Ala-Arg-AMC fluorogenic substrate. inhibition, % at 5 µM. hit rate 0.14% among 220,000;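 active means inhibition of at least 40%; inactive means inhibition below 40%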;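 further: fluorescence of freed AMC excited at 355 nm; 0% = enzyme without compound and 100% = no enzyme blank; many of its hits are not listed in these tables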
FXIIa inh 1536 = factor XIIa (human) inhibition; hit rate 0.3% among 220,000; inhibition, % at 5 µM; purified FXIIa, Boc-QGR-AMC fluorogenic substrate, 2 h; AID 800; in the data active means inhibition above about 40%;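 further: 0% = enzyme with no compound and 100% = blank without enzyme; many of its hits are not listed in these tables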
Target sequence (P00748 20-372 limits assumed): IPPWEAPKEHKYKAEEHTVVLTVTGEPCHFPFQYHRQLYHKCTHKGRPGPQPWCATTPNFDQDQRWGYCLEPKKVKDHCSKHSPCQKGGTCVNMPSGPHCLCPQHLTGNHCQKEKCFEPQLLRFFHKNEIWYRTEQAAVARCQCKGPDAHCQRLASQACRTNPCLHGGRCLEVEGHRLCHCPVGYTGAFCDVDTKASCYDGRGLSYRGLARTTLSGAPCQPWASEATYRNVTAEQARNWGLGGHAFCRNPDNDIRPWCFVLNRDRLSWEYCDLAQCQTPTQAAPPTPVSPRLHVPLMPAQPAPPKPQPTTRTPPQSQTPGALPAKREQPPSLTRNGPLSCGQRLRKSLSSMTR
Target sequence (P00748 373-615 limits assumed): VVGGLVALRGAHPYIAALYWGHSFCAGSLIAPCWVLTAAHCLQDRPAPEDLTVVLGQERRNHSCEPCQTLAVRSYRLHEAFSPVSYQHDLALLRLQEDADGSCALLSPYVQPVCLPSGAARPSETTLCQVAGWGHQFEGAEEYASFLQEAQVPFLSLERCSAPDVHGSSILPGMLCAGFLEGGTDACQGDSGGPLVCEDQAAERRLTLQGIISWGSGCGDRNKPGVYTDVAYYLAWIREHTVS
PERK inh = human PERK inhibition, primary cell-based screen. Q9NZJ5. CHO PERK-DD fusion, SEAP luminescence translation reporter. inhibition, % at 5.6 µM. hit rate 0.17% among 220,000. AID 1416;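 active means inhibition above the mean inhibition of all tested compounds plus 3 SD, set separately per screening campaign, cut at about 2.9% in these data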;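 further: PERK kinase domain activated by AP20187 dimerizer at 100 nM; 0% = DMSO with dimerizer and 100% = rapamycin at 8.4 µM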
KCC2 mod = modulators of human KCC2 chloride dependent transport | AID 1456 | hit rate 2.2% among 190,000 | B-score of Tl+ flux slope (higher = more flux/activation; lower = inhibition) at 10 µM | KCC2 cells, thallium flux FluoZin-2 fluorescence;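 active means thallium flux slope and its plate-corrected score both differing from the plate sample mean at a set confidence after two filtering rounds, in either direction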;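 further: slope of fluorescence scaled to starting intensity during 10 to 20 s after thallium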
* marks the source's active call; other numbers are inactive results; / = not tested or not shown; [ ] = dose if it differs, or a comment. An excerpt; rates above refer to the full screens.

cpd	Molecule	Furin inh	Calpain2 inh	Thrombin inh	Rad51 HR inh	hK5 inh
1	COc1ccccc1N1CCN(C(=O)CN(c2ccc(C)c(C)c2)S(C)(=O)=O)CC1	-19[20 µM]	-11	2	-8	-10
2	COc1ccc(CC(NC(C)=O)C(=O)NC2CCN(S(=O)(=O)c3cccc4ccccc34)CC2)cc1OC (stereo not drawn)	-24[20 µM]	18	14	1	4
3	N#CC1CN(C(c2ccccc2)c2ccccc2)C1	-24	1	-16	6	2
4	Cc1cccc(Nc2nc(N)c([N+](=O)[O-])c(NCc3ccccc3)n2)c1	-7	17	-6	/	3
5	CC(C)c1ccc(CNCc2ccccc2)cc1	-16[20 µM]	4	0	1	3
6	CC(C)(C)C1(O)CC(C(F)(F)F)=NN1C(=O)CCCc1ccccc1 (stereo not drawn)	-15	25	-4	-1	0
7	CCn1cc(C(=O)N2CCN(Cc3ccc4c(c3)OCO4)CC2)c(=O)c2ccc(C)nc21	-22[20 µM]	-9	-3	9	-17
8	CCn1c(=N)c(S(=O)(=O)c2ccccc2)cc2c(=O)n3ccccc3nc21	-78	-268	-3	/	2
9	COc1ccc(OC)c(N/C(C)=C/C(=O)c2ccc(C)o2)c1	-14[20 µM]	11	-5	7	-6
10	Cc1ccc(NC2=Nc3ccccc3N3C2=Nc2c(c(C)nn2-c2ccccc2)C3c2ccc(O)c(O)c2)cc1 (stereo not drawn)	-27[20 µM]	-100	4	/	-7
11	COc1ccc(N2C(=O)CCC(C(=O)N(C)C3CCCCC3)C2c2ccc(OC)c(OC)c2)cc1 (stereo not drawn)	-14	-9	-3	1	-23
12	Cc1cc2ccccc2cc(C)c1=O	-1	-8	12	-8	-25

cpd	FXIa inh 1536	FXIIa inh 1536	PERK inh	KCC2 mod
1	-7	7	-0.2	0.58
2	-11	-10	0.3	-0.069
3	-5	1	1.1	0.15
4	2	7	0.2	-0.49
5	1	1	-0.3	0.39
6	-2	5	1.6	-0.7
7	5	7	-0.7	/
8	-5	3	-0.1	-1.5
9	2	-7	0.6	-1.1
10	4	17	-0.1	-0.57
11	0	10	1.0	0.79
12	-9	1	1.1	0.75

Next part:
cpd	Molecule	Furin inh	Calpain2 inh	Thrombin inh	Rad51 HR inh	hK5 inh
13	Cc1cccc(NC(=O)C2Cc3ccccc3CN2C(=O)OCc2ccccc2)c1C (stereo not drawn)	3	45	-11	-1	-3
14	O=C(Cn1cc(C(=O)c2ccco2)c2ccccc21)NC1CCCC1	1	22	-1	-11	3
15	CC1CCCC(C)N1CCNC(=O)Cn1nc(-c2ccccc2)ccc1=O (stereo not drawn)	-23	2	-1	8	-18
16	CN1CCN(c2nc(Nc3cccc(C(F)(F)F)c3)nc(N3CCOCC3)n2)CC1	-19	-37	-1	0	3
17	Cc1csc(SCCn2c(N3CCOCC3)nc3c2c(=O)[nH]c(=O)n3C)n1	-3	-18	8	-5	-1
18	CCN(CC)c1nc2c(s1)C(=O)CC(C)(C)C2	-6[20 µM]	15	-9	0	1
19	COc1ccc(NC(=O)/C=C/c2c(Cl)nc3ccccn23)cc1	-7	26	5	/	-1
20	O=C(c1ccc(Br)o1)N(Cc1ccccc1)Cc1ccccc1	-5	39	-2	/	0
21	CC(=O)N1N=C(c2ccc(C)cc2)OC1c1ccc(C)cc1 (stereo not drawn)	0[20 µM]	-139	-6	0	-22
22	CCCCN1Cc2c(nc3cc(-c4ccccc4)[nH]n3c2=O)C1=O	-11	-16	-9	/	-5
23	CCC1CCCCN1C(=O)CSc1nnc(-c2ccco2)o1 (stereo not drawn)	-12[20 µM]	25	-3	0	11
24	Cc1ccc(-n2ncc3c(=O)[nH]cnc32)c(C)c1	-13	26	0	-6	10

cpd	FXIa inh 1536	FXIIa inh 1536	PERK inh	KCC2 mod
13	-5	-6	-1.5	-4.2
14	1	8	-1.0	/
15	0	12	0.6	0.13
16	-4	5	-1.8	-0.7
17	6	10	0.1	0.45
18	-3	-17	0.0	0.56
19	5	14	-0.4	-1.2
20	-2	5	-0.6	-1.3
21	1	-1	-0.2	0.21
22	-4	-5	-0.4	-0.76
23	-2	6	-0.7	1.5
24	26	54*	1.4	/

FXIIa inh 1536: entries above that show a hit.
| nr | SMILES | Furin inh | Calpain2 inh | Thrombin inh | hK5 inh | FXIa inh 1536 | FXIIa inh 1536 | PERK inh | KCC2 mod |
| --- | --- | --- | --- | --- | --- | --- | --- | --- | --- |
| 24 | Cc1ccc(-n2ncc3c(=O)[nH]cnc32)c(C)c1 | -13 | 26 | 0 | 10 | 26 | 54* | 1.4 | / |

Compound profiles (already shown). Order of screens: Furin inh	Calpain2 inh	Thrombin inh	Rad51 HR inh	hK5 inh	FXIa inh 1536	FXIIa inh 1536	PERK inh	KCC2 mod
Entry for `O=C(c1ccc(Br)o1)N(Cc1ccccc1)Cc1ccccc1` → -5	39	-2	/	0	-2	5	-0.6	-1.3
Entry for `CCn1cc(C(=O)N2CCN(Cc3ccc4c(c3)OCO4)CC2)c(=O)c2ccc(C)nc21` → -22[20 µM]	-9	-3	9	-17	5	7	-0.7	/
Entry for `CC(C)(C)C1(O)CC(C(F)(F)F)=NN1C(=O)CCCc1ccccc1` (stereo not drawn) → -15	25	-4	-1	0	-2	5	1.6	-0.7
Entry for `O=C(Cn1cc(C(=O)c2ccco2)c2ccccc21)NC1CCCC1` → 1	22	-1	-11	3	1	8	-1.0	/
Entry for `CN1CCN(c2nc(Nc3cccc(C(F)(F)F)c3)nc(N3CCOCC3)n2)CC1` → -19	-37	-1	0	3	-4	5	-1.8	-0.7

Next part:
cpd	Molecule	Furin inh	Calpain2 inh	Thrombin inh	Rad51 HR inh	hK5 inh
25	Clc1cccc(Cl)c1-c1noc(-c2ccno2)n1	-9	2	-1	16	3
26	Cc1cc(C)n(-c2nnc(C)n2NS(=O)(=O)c2ccc(F)cc2)n1	-14	1	2	-9	4
27	COC(=O)C1CCN(C(=O)c2ccc(Cl)c(S(=O)(=O)NCc3cccnc3)c2)CC1	-20	-23	2	-7	16
28	Cc1ccc(NS(=O)(=O)c2ccc(N3CCN(c4ccc(O)cc4)CC3)c([N+](=O)[O-])c2)c(C)c1	-19	13	-8	14	-8
29	COc1ccc(CNC(=O)CN(C)S(=O)(=O)c2ccccc2)cc1	-17	-144	-7	-4	-5
30	CCOC(=O)C1=c2/c(=C/c3ccccc3OC)c(N)c(C#N)n2C(=O)C(c2ccccc2OC)S1 (stereo not drawn)	-12[20 µM]	30	6	/	5
31	COc1ccc(N(C)S(=O)(=O)c2cccc(C(=O)Nc3ccc(-n4cnnn4)cc3)c2)cc1	-15	-24	1	2	-9
32	COCCOc1cc(NC(=O)c2ccccc2)c(Cl)cc1Cl	-22	20	-10	-7	-8
33	C=CCn1c(O)c(N=NC(=O)c2cccnc2)c2cc(Br)ccc21	-9	12	-4	-6	9
34	O=C(COC(=O)Cc1ccc(S(=O)(=O)N2CCCCC2)s1)Nc1ccc2c(c1)OCO2	-21	-21	-1	-8	5
35	O=C(NCc1ccco1)c1nn(-c2ccccc2)c(=O)c2ccccc12	-19	-8	7	1	-14
36	O=C(OCC#CCSc1nnc(-c2ccncc2)o1)c1cccs1	-15[20 µM]	26	-1	0	-16

cpd	FXIa inh 1536	FXIIa inh 1536	PERK inh	KCC2 mod
25	7	9	1.2	/
26	10	71*	-0.1	/
27	0	14	0.9	0.26
28	-6	3	-1.0	0.81
29	-8	9	0.1	1.2
30	10	13	1.3	/
31	2	13	-0.3	0.58
32	-4	-3	0.3	0.15
33	-7	3	-0.4	-0.67
34	-1	9	1.1	-0.28
35	7	17	-0.7	-1.4
36	3	13	0.7	0.83

Screen by screen, from the results shown.
Entries 27 to 34 in Rad51 HR inh: -7, 14, -4, /, 2, -7, -6, -8

(continued)
cpd	Molecule	Furin inh	Calpain2 inh	Thrombin inh	Rad51 HR inh	hK5 inh
37	O=C(/C=C/c1c(F)cccc1Cl)Nc1ncccn1	-13	14	-6	-4	-11
38	CC(C)Nc1nc(NC(C)C)nc(OCCOC(=O)c2ccccc2)n1	-14	-9	3	/	-8
39	O=C(O)CCC(=O)Nc1ccc(-c2nnc(-c3ccco3)o2)cc1	-23	-229	-3	-3	-4
40	CN(C)S(=O)(=O)c1ccc(N2CCCC2)c(C(=O)Nc2nc(-c3ccc(F)c(F)c3)cs2)c1	-9	-62	-3	-22	-10
41	Cc1ccc(Cl)cc1N1CCN(C(=O)C2CCN(S(C)(=O)=O)CC2)CC1	-27	16	0	-2	3
42	CN(C)NC(=S)NC1(C)CCS(=O)(=O)C1 (stereo not drawn)	-11	-18	-6	6	-2
43	CCCCn1c(-c2csc(CCC)c2)n[nH]c1=S	-33	48	-3	5	2
44	Cc1ccc(-n2nnc3c(=O)n(CC(=O)N4CCOCC4)cnc32)cc1	-22	-37	-7	2	-6
45	CC1CCN(C(=O)CSc2nc3ccccc3c(=O)[nH]2)CC1	-32	-25	-5	2	1
46	O=C(/C=C/c1cccs1)c1cc(Br)ccc1OC(=O)N1CCOCC1	-8	8	-1	8	-9
47	O=C(N/N=C/c1cccs1)c1cccc2cc[nH]c12	-11	-3	0	0	1
48	C1CCC(Nc2nc3nonc3nc2N2CCSCC2)C1	-2	14	-3	/	/

cpd	FXIa inh 1536	FXIIa inh 1536	PERK inh	KCC2 mod
37	4	5	1.3	-0.08
38	7	12	-0.8	-1.7
39	1	15	0.6	/
40	5	13	-0.9	-4.1
41	1	11	1.2	-0.38
42	-4	-1	0.4	0.37
43	-1	12	0.5	37*
44	-3	7	0.8	0.65
45	-1	7	0.6	-2.4
46	6	5	-1.1	0.05
47	4	17	0.4	1.2
48	2	5	-0.5	0.2

Next part.
cpd	Molecule	Furin inh	Calpain2 inh	Thrombin inh	Rad51 HR inh	hK5 inh
49	Cc1cc(NC(=O)CCN2C(=O)C3C4C=CC(C4)C3C2=O)ccc1Br (stereo not drawn)	-17	30	-2	-2	3
50	COc1ccc(/C(C)=N\NS(C)(=O)=O)c(OC)c1	-13	3	1	14	-15
51	O=C(O)c1ccccc1-c1csc(-c2ccccc2)n1	-23	-22	-5	-18	-9
52	Cc1ccc2nc(SCCCCOc3ccccc3)[nH]c2c1	-11	19	-6	-2	0
53	c1nc2sc3c(c2c2nnnn12)CCCC3	-23	-198	-4	-5	1
54	O=C(CSc1nc2ccccc2o1)N1CCCC1	-21	-26	3	0	-9
55	Cc1ccc(S(=O)(=O)N(C)c2c(C)ccc(S(N)(=O)=O)c2C)cc1	-20	-27	7	12	-6
56	Cn1/c(=N\NC(=O)C2CCCCC2)sc2ccccc21	-10	14	17	0	37
57	COc1ccc(CNc2ncccn2)cc1OC	-26	6	2	25	-4
58	CCS(=O)(=O)N1CCN(S(=O)(=O)c2ccccc2)CC1	-16[20 µM]	0	-4	-4	0
59	CCOC(=O)C1(CCc2ccccc2)CCN(C(=O)C(C)n2cncn2)CC1 (stereo not drawn)	-29	-32	-7	5	-2

cpd	FXIa inh 1536	FXIIa inh 1536	PERK inh	KCC2 mod
49	0	9	-0.4	-0.059
50	5	12	1.4	-0.27
51	-5	6	-0.5	-0.41
52	11	4	0.7	-0.47
53	0	11	1.6	0.56
54	-3	13	0.6	-1.3
55	-6	6	-0.8	0.43
56	32	28	-0.9	-0.73
57	-3	6	2.7	0.71
58	12	23	-0.9	/
59	-4	9	-0.1	0.62
